# Screens from PubChem BioAssay.
# AMA1-RON2 inh = inhibitors of Plasmodium falciparum AMA1-RON2 interaction; AlphaScreen AMA1-biotinylated RON2 peptide binding; Potency, µM (highest dose often 58.2 µM), without a hit: top-dose activity change, negative = inhibition, actives largely listed as inhibitors; actives 0.2% (n = 360,000);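 also: potency is read from the fitted curve at half-maximal effect; 0% = vehicle wells and -100% = peptide control; nearly all actives have a fitted effect of over 45% in size; some results filed as inactive show a strong effect at the top dose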
#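 AMA1 (3D7) with his tag at 25 nM final met compounds first, then biotinylated RON2 peptide at 25 nM; detection used donor plus acceptor beads, 10 µg/mL apiece, read by AlphaScreen after 30 min at room temperature.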
# Cycloheximide cs = counter-screen for Shiga toxin inhibitors: cycloheximide protein synthesis inhibition; cell reporter, cycloheximide protein synthesis inhibition counterscreen; actives 12% (n = 300,000); max response, %; in the data active = max response mostly above about 13%, no sharp cut-off; inactive = mostly below about 14%; also: read at 38.3 µM for the half of the compounds with a filed dose; 0% is about no effect
# AmpC inh detg = inhibitors of E. coli AmpC beta-lactamase with detergent; P00811; AmpC hydrolysis of nitrocefin, absorbance 480 nm, 0.01% Triton; Potency, µM (top dose mostly 114 µM), without a hit: top-dose activity change, negative = inhibition, most hits filed as inhibitors; actives 0.041% (n = 370,000); AID 485294;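 also: potency is read from the fitted curve at half-maximal effect; 0% = no-compound wells and -100% = no-enzyme wells; nearly all actives have a fitted effect of over 25% in size; some results filed as inactive show a strong effect at the top dose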
# Target sequence (P00811 whole entry, looked up): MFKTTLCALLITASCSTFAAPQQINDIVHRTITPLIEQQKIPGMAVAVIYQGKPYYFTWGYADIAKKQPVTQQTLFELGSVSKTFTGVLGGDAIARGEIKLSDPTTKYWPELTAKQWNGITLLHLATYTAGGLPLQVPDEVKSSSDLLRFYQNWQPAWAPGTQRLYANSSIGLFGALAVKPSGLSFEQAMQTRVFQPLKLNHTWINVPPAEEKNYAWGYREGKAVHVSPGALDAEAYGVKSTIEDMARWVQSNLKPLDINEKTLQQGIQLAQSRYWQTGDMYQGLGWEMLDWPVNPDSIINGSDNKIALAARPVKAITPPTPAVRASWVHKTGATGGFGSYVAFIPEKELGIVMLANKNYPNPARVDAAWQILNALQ
#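 AmpC (5.3 nM in the dispensed reagent) in 20 mM phosphate pH 7.0 with 0.01% (detergent screen) or 0.0001% Triton X-100 was preincubated with compounds for 15 min at room temperature. Nitrocefin was then added from an 800 uM solution, and hydrolysis was followed at 480 nm.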
# HCMV antiviral = blocks human cytomegalovirus replication | HFF cells, HCMV-luciferase reporter, 72 h; active compounds read low | actives 4.5% (n = 410,000) | activity change, negative = inhibition, % at 57.5 µM | AID 1259415; in the data active = activity change below about -60%; inconclusive = no clear call, values can overlap the other calls; inactive = above about -39%; also: % is scaled to controls: 0 for no effect and ±100 for the full control effect
#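 Inhibition of viral replication was scored as loss of reporter luminescence in HFFs infected with HCMV-luciferase (MOI 1 PFU/cell) for 72 h; compounds tested at 2 doses, normalized to buffer and Salinomycin controls.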
# AmpC inh no detg = AmpC beta-lactamase inhibition without detergent. P00811. AmpC nitrocefin hydrolysis, absorbance 480 nm, 0.0001% Triton. Potency, µM (doses to about 57.1 µM), inactives show at the top dose activity change, negative = inhibition, hits mostly inhibitors. actives 0.52% (n = 330,000);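 also: potency is read from the fitted curve at half-maximal effect; plate controls were no compound for no effect and no enzyme for full effect; nearly all actives have a fitted effect of over 20% in size; some results filed as inactive show a strong effect at the top dose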
#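 AmpC (5.3 nM in the dispensed reagent) in 20 mM phosphate pH 7.0 with 0.01% (detergent screen) or 0.0001% Triton X-100 was preincubated with compounds for 15 min at room temperature. Nitrocefin was then added from an 800 uM solution, and hydrolysis was followed at 480 nm.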
# Shiga toxin inh = inhibitors of Shiga toxin in Vero cells. Vero cells, Shiga toxin protein synthesis inhibition reporter. inhibition, % at 38.7 µM. actives 9.2% (n = 290,000); in the data active = inhibition mostly above about 28%, no sharp cut-off; inactive = mostly below about 43%; also: 0% is about no effect
# FBPA Giardia inh = inhibitors of Giardia lamblia fructose-1,6-bisphosphate aldolase. purified Giardia FBPA. Potency, µM (highest dose often 59.6 µM), for the others: at the highest dose activity, negative = inhibition, most hits filed as inhibitors. actives 0.71% (n = 290,000). AID 2451; also: potency is read from the fitted curve at half-maximal effect; % is scaled to controls: 0 for no effect and ±100 for the full control effect; nearly all actives have a fitted effect of over 55% in size
# Target sequence (A8B2U2 whole entry, looked up): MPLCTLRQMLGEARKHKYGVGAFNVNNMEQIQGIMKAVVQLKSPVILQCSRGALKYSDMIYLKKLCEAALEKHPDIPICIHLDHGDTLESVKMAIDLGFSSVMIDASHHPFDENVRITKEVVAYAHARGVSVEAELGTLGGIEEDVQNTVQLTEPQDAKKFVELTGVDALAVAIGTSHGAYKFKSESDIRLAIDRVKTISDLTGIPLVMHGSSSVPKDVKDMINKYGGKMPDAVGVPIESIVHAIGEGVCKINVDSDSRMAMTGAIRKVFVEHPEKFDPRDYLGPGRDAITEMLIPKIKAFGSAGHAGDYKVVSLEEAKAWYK
#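 Giardia FBPA (40 nM reagent) was preincubated 10 min at RT with compound (up to 57.5 uM final), then substrate plus GAPDH/TPI/NAD/arsenate coupling system with diaphorase/resazurin was added; resorufin fluorescence (525/598 nm) was read after 20 min.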
# * hit, by the source's call; ? = inconclusive; nt = no result given; [ ] = remark or other dose. Unless noted, calls follow the shape of the dose curve; as a rule, active = well fitted curve in the direction sought with a large enough effect; inconclusive = small, poorly fitted or top-dose-only effect, or another doubt; inactive = no such curve, though single readings can be large; an effect the other way counts as inactive or inconclusive.
SMILES	AMA1-RON2 inh	Cycloheximide cs	AmpC inh detg	HCMV antiviral	AmpC inh no detg	Shiga toxin inh	FBPA Giardia inh
O=c1ccc(-c2ccc(S(=O)(=O)Nc3cccc(F)c3)o2)n[nH]1	-13%	-4	?	27	-17%	-5	-6%
COc1ccc(N(CC(=O)Nc2ccccc2C)S(=O)(=O)c2ccccc2[N+](=O)[O-])c(OC)c1	-9%	-1	0%	-28	4%	11	3%
COc1ccc(NC(=O)/C(=C\c2cccs2)NC(=O)c2ccco2)cc1	0%	1	2%	-15	-19%	14	1%
O=C(NCc1n[nH]c(=S)n1-c1ccc(Cl)c(Cl)c1)c1cccs1	48%[activator]	-4	?	6	-28%	10	0%
O=C(CSc1nnc(CNC(=O)c2cccs2)o1)Nc1cccc(Cl)c1	12%	2	5%	28	-32%	-2	-18%
Brc1c(CSc2nnc(-c3ccco3)o2)nc2ccccn12	-7%	22*	-5%	-2	15%	56	-15%
CC1SC(C)C(=O)N(CC(=O)Nc2ccc([N+](=O)[O-])cc2)C1=O (stereo not given)	-28%	-3	1%	-21	-16%	-6	1%
Clc1ccc(C2CC3CCC2N3)cn1 (stereo not given)	nt	-5	nt	nt	nt	-7	-9%
Cc1onc(-c2ccccc2)c1C(=O)OCC(=O)Nc1cccc(Cl)c1	1%	nt	5%	?	-1%	nt	nt
C/C(=C\C(=O)c1ccc(F)cc1)Nc1ccc(N2CCOCC2)cc1	-15%	12	-5%	-9	24%	14	-26%
Cc1cccc(N(C(=O)c2csnn2)C(C(=O)NCc2ccccc2)c2ccncc2)c1 (stereo not given)	0%	-3	-7%	81	-5%	-9	9%
O=C(c1cc(-c2ccc(Cl)s2)nc2ccccc12)N1CCOCC1	13%	nt	-2%	0	144%[activator]	nt	nt
COc1ccc(S(=O)(=O)N2CCOCC2)cc1NC(=O)CSc1nnc2n1CCCCC2	-4%	nt	nt	1	-27%	nt	nt
O=P(O)(CCc1ccccc1)CN1CCCCC1	14%	-1	-1%	?	0%	-17	-2%
COc1cccc(C(=O)N/N=C(\CC(C)C)c2ccccc2)c1	31%[activator]	22*	?	-22	-9%	55*	0%
Cc1ccc(NS(=O)(=O)c2cccc(C(=O)NC3CC3)c2)c(C)c1	2%	nt	nt	-5	-23%	nt	nt
O=C(CCC(=O)OCc1cccc([N+](=O)[O-])c1)Nc1ccccc1Cl	0%	-1	-3%	?	-9%[2.29 µM]	-2	-6%
CSc1ccc(CN(C)CC(=O)Nc2ccccc2Br)cc1	7%	-5	-14%	-20	-8%	-9	4%
Cc1ccc(NC(=O)CNC(=O)c2cccc(Cl)c2)nc1	1%	nt	-17%	?	-21%	nt	nt
Cc1cc(C)nc(NS(=O)(=O)c2ccc(NC(=O)C(C)Oc3ccccc3F)cc2)n1 (stereo not given)	-4%	0	3%	-1	-3%	11	-13%
COc1ccccc1CNC(=O)CN1CCN(S(=O)(=O)c2cccs2)CC1	-3%	-3	-17%	-14	23%	-18	1%
CC(C)(C)NC(=O)C(c1ccncc1)N(C(=O)c1csnn1)c1ccccc1 (stereo not given)	-4%	-3	-2%	-25	-3%	9	-1%
CCOC(=O)Cc1csc(NC(=O)c2csc(C)c2)n1	-2%	28*	2%	?	-14%	35*	12%
Cc1ccc(CN2CCCCC2C(=O)Nc2ccc(Oc3cccnc3)cc2)o1 (stereo not given)	7%	13	?	-33	9%	-5	6%
COC1=C/C(=C/c2c(N)n3c(nc2=O)sc2cc(S(C)(=O)=O)ccc23)C=CC1=O	6%	9	4%	-34	-42%	23	-20%
Nc1ccccc1-c1nnn(CC(=O)Nc2ccc3c(c2)OCCO3)n1	-11%	8	3%	-5	-49%	4	nt
CN(CC(=O)N1CCN(c2ccccc2)CC1)S(=O)(=O)c1cnc[nH]1	-1%	-1	-9%	-13	46%[activator]	-19	-1%
O=C(NC(=O)c1cccc(F)c1)Nc1nc(-c2ccc(F)cc2)cc(C(F)(F)F)n1	-11%	-2	-12%	24	-3%	9	3%
COc1ccc(C(=O)OCC(=O)N2CCN(C(=O)c3ccco3)CC2)cc1OC	12%	nt	nt	-13	4%	nt	nt
COc1ccccc1/C=C1\SC(=S)N(CC(=O)NC2CCS(=O)(=O)C2)C1=O (stereo not given)	4%	0	1%	0	-3%	-3	nt
CC(C)N(Cc1nccn1C)C(=O)c1cc(COc2cccc(C(F)(F)F)c2)on1	-1%	-6	?	-18	137%[activator]	-4	4%
COc1ccc(CN(C)C(=O)c2cc(S(=O)(=O)Nc3ccccc3F)ccc2C)c(OC)c1	-13%	5	?	21	-2%	2	-2%
COc1cccc(CN(C(=O)Cc2c[nH]c3ccccc23)C(C(=O)NC2CCCCC2)c2cccs2)c1 (stereo not given)	-4%	12	4%	-37	-3%	12	-19%
O=C(/C=C/c1ccccc1)OCCN1C(=O)c2ccccc2C1=O	4%	8	-13%	6	-15%	18	-6%
Cc1cccc2cc(CN(Cc3cccs3)C3(c4nnnn4C4CCCC4)CCCC3)c(=O)[nH]c12	-5%	1	?	-70*	-4%	41	0%
Cc1ccc(/C=N/NC(=O)c2c[nH]c3ccccc23)o1	26%	20*	-4%	nt	-53%	72*	-1%
O=C(c1ccccc1)C(O)c1ccccc1 (stereo not given)	8%	nt	1%	-4	-11%	nt	nt
O=C1[C@@H]2[C@H](Cc3ccc(O)cc3)N[C@]3(C(=O)Nc4ccccc43)[C@@H]2C(=O)N1c1ccc(F)cc1	nt	2	-1%	-19	-30%	-3	3%
CCC(C)[C@H](NS(=O)(=O)c1ccc(C)cc1)C(=O)N1CCC(C(=O)N2CCC(C(N)=O)CC2)CC1 (stereo not given in full)	5%	0	?	16	22%	-1	-5%
Cc1cc(=O)n(C)c(=O)n1CCCCCOc1cccc([N+](=O)[O-])c1	-2%	-2	2%	-16	60%	-14	2%

# 7 entries from above, sorted by number of heavy atoms, largest number first:
SMILES	AMA1-RON2 inh	Cycloheximide cs	AmpC inh detg	HCMV antiviral	AmpC inh no detg	Shiga toxin inh	FBPA Giardia inh
CCC(C)[C@H](NS(=O)(=O)c1ccc(C)cc1)C(=O)N1CCC(C(=O)N2CCC(C(N)=O)CC2)CC1 (stereo not given in full)	5%	0	?	16	22%	-1	-5%
O=C(NC(=O)c1cccc(F)c1)Nc1nc(-c2ccc(F)cc2)cc(C(F)(F)F)n1	-11%	-2	-12%	24	-3%	9	3%
Cc1ccc(CN2CCCCC2C(=O)Nc2ccc(Oc3cccnc3)cc2)o1 (stereo not given)	7%	13	?	-33	9%	-5	6%
Cc1onc(-c2ccccc2)c1C(=O)OCC(=O)Nc1cccc(Cl)c1	1%	nt	5%	?	-1%	nt	nt
O=C(CCC(=O)OCc1cccc([N+](=O)[O-])c1)Nc1ccccc1Cl	0%	-1	-3%	?	-9%[2.29 µM]	-2	-6%
O=C(c1cc(-c2ccc(Cl)s2)nc2ccccc12)N1CCOCC1	13%	nt	-2%	0	144%[activator]	nt	nt
O=C(NCc1n[nH]c(=S)n1-c1ccc(Cl)c(Cl)c1)c1cccs1	48%[activator]	-4	?	6	-28%	10	0%

# More entries follow.
SMILES	AMA1-RON2 inh	Cycloheximide cs	AmpC inh detg	HCMV antiviral	AmpC inh no detg	Shiga toxin inh	FBPA Giardia inh
CCc1cc(=O)oc2cc(C)cc(OCC(=O)NC(Cc3ccc(Cl)cc3)C(=O)O)c12 (stereo not given)	13%	-2	?	22	-16%	-7	21%
CCCCOc1cccc(-c2nnc(NC(=O)CSc3ccc(C)cc3)s2)c1	-6%	4	-1%	-86*	-30%	10	0%
CC(=O)c1ccc(Nc2ccc(-c3ccccc3C)nn2)cc1	28%	55*	-6%	23	-51%	107*	-11%
CC(C)(C)N1C(=O)Cc2c1nc(N)c1c(N)nc(N3CCCCC3CO)c(C#N)c21 (stereo not given)	-15%	10	-5%	nt	12%	31	4%
Cc1cccc(NC(=O)CN2CCC(C(=O)c3ccc4c(c3)OCCO4)CC2)c1	-2%	4	-2%	-38	45%	3	2%
Cc1ccccc1-c1cc(C(=O)NCc2ccc3c(c2)OCO3)n(CC2CC(c3cccnc3)=NO2)n1 (stereo not given)	-2%	nt	-7%	?	8%	nt	nt
Fc1ccc(CNC(=S)Nc2ccc(Cl)cc2)cc1	33%[activator]	-1	-1%	?	-30%	-5	-4%
O=C1CC2(CCN(C(=O)c3ccc(F)c(F)c3)CC2)Oc2ccccc21	2%	nt	6%	-31	41%	nt	nt
O=C(NC1CCCCC1)N1CCC(n2cnc3ccccc32)CC1	4%	-4	?	-17	-5%	-18	1%
O=C(NNC(=O)c1cc(Cl)ccc1O)c1cccs1	15%	29*	-3%	18	-17%	49*	?
C/C(=C\C(=O)c1ccc(Br)cc1)N1CCCCC1	14%	-4	-16%	-5	-48%	-19	-4%
Cc1ccc(NC(=O)c2nc[nH]c2C(=O)NCCN(CCNC(=O)c2[nH]cnc2C(=O)Nc2ccc(C)cc2)CCNC(=O)c2[nH]cnc2C(=O)Nc2ccc(C)cc2)cc1	117%[activator]	nt	nt	-16	-17%	nt	nt
O=C(CN1CCN(S(=O)(=O)c2ccc(Cl)cc2)CC1)NC1CC1	4%	-5	-4%	12	72%[activator]	-18	nt
CCOc1ccc2[nH]c(=O)c(CN(CC3COCCO3)C(=O)c3ccco3)cc2c1 (stereo not given)	-11%	-5	-6%	-24	-33%	-12	4%
O=C(Oc1ccccc1)N1CCOCC1	3%	-3	?	-19	-9%	-11	12%
Cc1csc(NC(=O)[C@@H](NC(=O)c2ccccc2)C(C)C)n1	11%[11.6 µM]	-3	-3%	3	-23%	15	-1%
CCN(CC(=O)Nc1ccc2c(c1)OCCO2)C(=O)c1ccccc1Br	11%	nt	nt	0	-38%	nt	nt
O=C(CSc1ncn[nH]1)Nc1ccc(Cl)c(S(=O)(=O)N2CCOCC2)c1	-3%	-2	1%	-4	-30%	-2	-5%
C=CCNC(=O)c1cc(C(=O)C(C)c2ncc(C(F)(F)F)cc2Cl)c[nH]1 (stereo not given)	7%	-1	7%	-13	-19%	-3	6%
CCc1ccc(OCC(=O)NC(=S)Nc2ccc(Br)c(C)n2)cc1	7%	-2	1%	?	-12%	-6	2%
Cc1cccc(NC(=O)COC(=O)c2nn(C)c(=O)c3ccccc23)c1C	9%	nt	nt	2	-11%	nt	nt
COC(=O)c1cccc(NC(=O)CSc2nnc(C3CC3)n2C)c1	8%	-4	?	9	-17%	-14	0%

# Compounds were not picked by outcome. Share with any hit: about 16%.
